G9a inh – inhibitors of human histone lysine methyltransferase G9a | G9a H3K9 monomethylation, AlphaScreen, 2 h | AID 504332 | Q96KQ7 | Potency, µM (doses to about 102 µM), without a hit: at the top dose activity, negative = inhibition, actives largely listed as inhibitors | hit rate 8.8% among 350,000; further: on the % scale 0 is the no-effect control and ±100 the full control effect; nearly all actives have a fitted effect of over 75% in size
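Quantitative HTS format: methyltransferase activity on a biotin-tagged H3K9 peptide is measured by AlphaScreen, using a rabbit anti-monomethyl-H3K9 antibody with streptavidin donor and anti-IgG acceptor beads. Final levels are 20 nM enzyme, 500 nM peptide, 20 uM SAM; 2 h RT.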
BAZ2B block – blocks human BAZ2B; AlphaScreen BAZ2B-H3K14Ac peptide displacement; Potency, µM (series often up to 114 µM), without a hit: at the top dose activity change, negative = inhibition, actives largely listed as inhibitors; Q9UIF8; hit rate 4.4% among 360,000; further: on the % scale 0 is the no-effect control and ±100 the full control effect; nearly all actives have a fitted effect of over 60% in size
Target sequence (Q9UIF8 whole entry, looked up): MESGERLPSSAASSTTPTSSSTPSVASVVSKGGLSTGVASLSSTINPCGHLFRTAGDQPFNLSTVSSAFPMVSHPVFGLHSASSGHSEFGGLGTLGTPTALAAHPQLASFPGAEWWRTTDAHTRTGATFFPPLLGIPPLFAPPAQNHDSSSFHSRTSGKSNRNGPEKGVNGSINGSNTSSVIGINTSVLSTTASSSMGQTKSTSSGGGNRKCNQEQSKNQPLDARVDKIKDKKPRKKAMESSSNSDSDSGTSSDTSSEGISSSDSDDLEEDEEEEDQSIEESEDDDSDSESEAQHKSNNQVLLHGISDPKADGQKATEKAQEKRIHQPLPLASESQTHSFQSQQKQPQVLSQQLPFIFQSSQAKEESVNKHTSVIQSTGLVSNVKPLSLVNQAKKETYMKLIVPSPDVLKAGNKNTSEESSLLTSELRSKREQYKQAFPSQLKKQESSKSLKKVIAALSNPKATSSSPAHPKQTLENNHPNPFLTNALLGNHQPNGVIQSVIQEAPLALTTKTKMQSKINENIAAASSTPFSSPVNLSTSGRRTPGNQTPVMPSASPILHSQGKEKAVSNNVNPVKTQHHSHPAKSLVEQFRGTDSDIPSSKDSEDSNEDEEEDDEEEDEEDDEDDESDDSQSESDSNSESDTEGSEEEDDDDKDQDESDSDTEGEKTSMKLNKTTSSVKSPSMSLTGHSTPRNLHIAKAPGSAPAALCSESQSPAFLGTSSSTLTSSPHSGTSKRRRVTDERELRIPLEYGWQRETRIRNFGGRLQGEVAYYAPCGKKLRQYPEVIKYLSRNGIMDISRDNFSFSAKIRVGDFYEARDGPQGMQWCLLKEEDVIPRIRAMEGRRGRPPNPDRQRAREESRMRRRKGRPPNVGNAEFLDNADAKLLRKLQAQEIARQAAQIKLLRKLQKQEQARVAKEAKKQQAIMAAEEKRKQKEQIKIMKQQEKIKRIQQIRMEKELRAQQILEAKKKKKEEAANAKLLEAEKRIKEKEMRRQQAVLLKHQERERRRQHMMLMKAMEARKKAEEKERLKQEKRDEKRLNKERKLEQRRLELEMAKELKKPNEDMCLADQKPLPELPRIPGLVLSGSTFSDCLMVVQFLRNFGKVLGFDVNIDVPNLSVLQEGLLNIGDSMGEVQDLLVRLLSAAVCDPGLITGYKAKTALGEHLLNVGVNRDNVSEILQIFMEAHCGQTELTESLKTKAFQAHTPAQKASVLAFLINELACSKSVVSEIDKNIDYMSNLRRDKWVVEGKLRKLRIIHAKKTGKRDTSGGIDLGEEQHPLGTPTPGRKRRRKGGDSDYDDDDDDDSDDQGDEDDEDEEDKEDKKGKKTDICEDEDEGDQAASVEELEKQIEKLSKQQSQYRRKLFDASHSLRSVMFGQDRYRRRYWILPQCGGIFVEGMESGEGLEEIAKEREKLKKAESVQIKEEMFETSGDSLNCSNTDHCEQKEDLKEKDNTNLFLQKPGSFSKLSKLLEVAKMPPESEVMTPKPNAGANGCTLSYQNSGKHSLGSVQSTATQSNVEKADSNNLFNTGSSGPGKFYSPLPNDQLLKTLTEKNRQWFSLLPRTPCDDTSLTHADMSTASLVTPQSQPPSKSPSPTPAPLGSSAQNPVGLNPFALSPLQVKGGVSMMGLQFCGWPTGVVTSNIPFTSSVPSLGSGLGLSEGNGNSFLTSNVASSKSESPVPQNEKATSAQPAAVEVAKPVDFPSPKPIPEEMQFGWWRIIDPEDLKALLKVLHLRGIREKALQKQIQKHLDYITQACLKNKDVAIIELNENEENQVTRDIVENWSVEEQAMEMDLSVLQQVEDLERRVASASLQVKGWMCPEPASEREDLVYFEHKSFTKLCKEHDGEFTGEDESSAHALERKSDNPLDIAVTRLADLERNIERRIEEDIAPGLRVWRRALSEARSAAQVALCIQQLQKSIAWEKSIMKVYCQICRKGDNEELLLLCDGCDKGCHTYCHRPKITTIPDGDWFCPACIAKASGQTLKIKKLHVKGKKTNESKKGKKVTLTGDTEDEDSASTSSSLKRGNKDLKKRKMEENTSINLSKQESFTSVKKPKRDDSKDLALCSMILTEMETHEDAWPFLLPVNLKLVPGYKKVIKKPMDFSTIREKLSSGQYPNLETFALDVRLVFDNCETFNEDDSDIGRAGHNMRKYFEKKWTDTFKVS
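BAZ2B 50 nM plus b-H3(5-23)K14Ac 50 nM, PBS pH 7.4/0.01% Tween-20, 30 min RT; compound added (max 110 uM), 30 min RT; streptavidin donor/Ni-chelate acceptor beads 10 ug/mL final, 20 min dark; AlphaScreen read.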
BLM helicase inh – blocks DNA unwinding by human BLM helicase | recombinant BLM DNA unwinding, fluorescence dequenching | P54132 | hit rate 0.2% among 350,000 | Potency, µM (top dose mostly 56.1 µM), for the others: at the top dose activity change, negative = inhibition, usual class: inhibitors;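 further: plate controls were vehicle for no effect and no enzyme for full effect; nearly all actives have a fitted effect of over 35% in size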
Pol beta inh – blocks human DNA polymerase beta activity | Potency, µM (top dose mostly 114 µM), without a hit: at the highest dose activity change, negative = inhibition, hits mostly inhibitors | P06746 | Pol beta primer extension/strand displacement, fluorescence kinetic | hit rate 1.3% among 340,000; further: on the % scale 0 is the no-effect control and ±100 the full control effect
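Homogeneous kinetic assay of primer extension and strand displacement by 10 nM Pol beta, preincubated 15 min at room temperature with compound before 50 nM substrate (final) was added. Read at 0 and 10 min; four-parameter Hill fit.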
Pol eta inh – blocks human DNA polymerase eta activity; recombinant Pol eta, fluorescent DNA replication assay; Potency, µM (top dose mostly 114 µM), inactives show at the highest dose activity change, negative = inhibition, actives largely listed as inhibitors; Q9Y253; hit rate 1.2% among 390,000; further: on the % scale 0 is the no-effect control and ±100 the full control effect
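Fluorescent replication assay: 50 nM final substrate added after a 15 min room-temperature compound preincubation with 10 nM enzyme. Signal taken at 0 min and again at 10 min.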
APE1 inh – APE1 (human) endonuclease inhibition; hit rate 0.35% among 350,000; Potency, µM (doses to about 65.8 µM), inactives show at the top dose activity change, negative = inhibition, actives largely listed as inhibitors; AID 2517; recombinant APE1, TAMRA/BHQ-2 abasic DNA cleavage fluorescence;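 further: plate controls were vehicle for no effect and reference inhibitor for full effect; nearly all actives have a fitted effect of over 55% in size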
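Compound pre-exposure to 0.75 nM APE1, 15 min at ambient temperature. Reaction initiated with 50 nM TAMRA/BHQ-2 THF substrate, read immediately in kinetic mode, 525 nm excitation, 598 nm emission.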
Pol kappa inh – inhibitors of human DNA polymerase kappa. Q9UBT6. AID 588579. hit rate 0.53% among 400,000. Potency, µM (doses to about 107 µM), for inactives: at the top dose activity, negative = inhibition, most hits filed as inhibitors. purified Pol kappa, fluorescent DNA synthesis assay, 10 min; further: on the % scale 0 is the no-effect control and ±100 the full control effect
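Kinetic fluorescence readout at 0 and 10 min followed reaction start with substrate at 50 nM final. Beforehand, enzyme (10 nM Pol kappa) stood 15 min with compound at room temperature; buffer-only wells were negative controls.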
Apoferritin bind – binds horse apoferritin like a general anesthetic; P02791; apoferritin/1-aminoanthracene competitive binding, fluorescence; Potency, µM (titrated, usually from 77.5 µM), for the others: at the highest dose activity change, negative = displacement, actives largely listed as inhibitors; hit rate 0.074% among 350,000; AID 485281; further: on the % scale 0 is the no-effect control and ±100 the full control effect; nearly all actives have a fitted effect of over 20% in size
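In PBS, apoferritin at 10 uM is loaded with 1-AMA from a 50% saturated solution. After 10 min of compound exposure at ambient temperature, reduced 535 nm fluorescence indicates probe displacement.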
POLI inh – blocks human DNA polymerase iota activity; Pol iota fluorescent replication assay, 10 min; Potency, µM (highest dose often 115 µM), for inactives: at the highest dose activity, negative = inhibition, actives largely listed as inhibitors; hit rate 1% among 390,000; AID 588590
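Pol iota at 10 nM preincubated 15 min with compounds at room temperature; reaction started with fluorescent substrate, 50 nM final. Fluorescence read kinetically at 0 and 10 min; buffer-only wells as negative control.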
An asterisk follows results filed as active; u = inconclusive; x = no result given; [ ] = remark or other dose. The call rests on the fitted dose curve; in most records, active means well fitted curve in the direction sought with a large enough effect; inconclusive means small, poorly fitted or top-dose-only effect, or another doubt; inactive means no such curve, though single readings can be large; an effect the other way counts as inactive or inconclusive. Potency means the concentration at half of the fitted maximal effect.

Molecule	G9a inh	BAZ2B block	BLM helicase inh	Pol beta inh	Pol eta inh	APE1 inh	Pol kappa inh	Apoferritin bind	POLI inh
Oc1ccc(-c2nc3ccccc3s2)cc1	2%	-2%	-10%	-10%	-24%	-2%	5%	-13%	17%
COc1nc(Nc2cccc([N+](=O)[O-])c2)nc(OC)n1	1%	-13%	-4%	5%	-17%	-3%	3%	-1%	0%
C=CCCc1ccc(C#N)c(SCc2c(C(=O)OCC)c3cc(OC(C)=O)c(Br)cc3n2C)n1	u	13%	-5%	3%	-18%	-2%	3%	-6%	9%
Cc1noc(Cn2c(=O)c3ccccc3n(CC(=O)Nc3ccc(F)cc3F)c2=O)n1	-8%[59 µM]	-12%	0%	-1%	-21%	x	3%	-4%	35%[activator]
CC1(C)OC(=O)N2CCc3ccccc3C21C (stereo unspecified)	24%[59 µM]	2%	0%	15%	3%	-6%	0%	0%	-3%
CCOc1ccc(NC(=O)c2ccc(S(=O)(=O)N(C)C)cc2)cc1	-29%	14%	-5%	0%	-12%	-6%	7%	1%	2%
O=C(Nc1ncn[nH]1)c1c(Cl)ccc(Cl)c1Cl	24%[59 µM]	31%[activator]	0%	-2%	-11%	-8%	-6%	1%	-7%
COc1ccc(N2CCN(Cc3nc4c(c(=O)[nH]c(=O)n4C)n3Cc3ccccc3F)CC2)cc1	-11%[59 µM]	-24%	-3%	5%	19%	x	4%	3%	-9%
Cc1cccc(NC(=S)Nc2cccc(C(F)(F)F)c2)n1	7%[59 µM]	-6%	1%	24%	-9%	10%	-15%	-10%	-5%
COc1cc2[nH]c(=O)n(Cc3ccc(C(=O)NCC4CCCO4)cc3)c(=O)c2cc1OC (stereo unspecified)	19%[2.33 µM]	4%	2%	3%	2%	-6%	-2%	-8%	26%
Cc1ccccc1NC(=S)NCc1ccco1	u	-28%	0%	3%	-20%	0%	-3%	1%	-11%
O=C(Nc1ccccc1)N(CCCN1CCOCC1)Cc1cccs1	11%	12%	1%	-10%	-18%	3%	-10%	u	-13%
CC1C=CCC2C(=O)N(c3ccc(Cl)cc3O)C(=O)C12 (stereo unspecified)	9%[59 µM]	8%	-1%	5%	-10%	-15%	-10%	u	0%
COc1ccc(CCNC(=O)CSCC(=O)Nc2ccccc2)cc1OC	x	-4%	1%	-2%	5%	-4%	-5%	-7%	119%[activator]
OCCC1CN(Cc2cnc(-c3cccc4ccccc34)nc2)CCN1C1CCCCC1 (stereo unspecified)	x	0%	1%	12%	-14%	12%	-3%	-7%	u
Cc1ccccc1-n1nnnc1SCc1ncc(-c2ccccc2)o1	u	8%	-9%	27%	-16%	-1%	-9%	70%[activator]	-14%
Cc1nc(NC(=O)CN2CCCCC2)sc1C(=O)N(C)C	79µM*	-27%	-6%	6%	-8%	65%	-2%	-2%	7%
Cn1c(=O)c2c(nc(CN3CCc4ccccc4C3)n2Cc2ccccc2F)n(C)c1=O	18µM*	-19%	-5%	-21%	5%	-5%	-19%	u	u
CCCOc1ccc(Cn2c(=O)oc3ccc(C)cc32)cc1OC	19%[59 µM]	7%	-6%	15%	-11%	-5%	-5%	-7%	-10%
Cc1ccccc1NC(=O)Cn1c(=O)n(Cc2ccc3c(c2)OCO3)c(=O)c2oc3ccccc3c21	-3%[59 µM]	-4%	-2%	0%	-13%	x	1%	-11%	0%
COc1ccc(Cl)cc1NC(=O)CN(C)CC(=O)NCc1cccs1	12%[12.7 µM]	0%	x	x	-8%	20%	6%	x	-8%
C/C(=N\NC(N)=O)c1ccccc1Cl	x	4%	-2%	5%	-9%	0%	-7%	-9%	1%
O=C(c1ccccc1)c1ccc(N2CCCC2)cc1	182%[activator]	58%[activator]	-3%	-12%	-8%	-1%	-1%	u	2%
CN1C(=O)c2cccc3c(Cl)ccc(c23)C1=O	2%	1%	-3%	0%	5%	2%	1%	-11%	12%
O=C(Nc1ccccc1Cl)c1ccc2c(=O)n3c(nc2c1)CCC3	14%[12.7 µM]	-2%	x	x	-10%	40%	-3%	x	2%

3 records picked at random from the list so far:
Molecule	G9a inh	BAZ2B block	BLM helicase inh	Pol beta inh	Pol eta inh	APE1 inh	Pol kappa inh	Apoferritin bind	POLI inh
Cc1ccccc1NC(=O)Cn1c(=O)n(Cc2ccc3c(c2)OCO3)c(=O)c2oc3ccccc3c21	-3%[59 µM]	-4%	-2%	0%	-13%	x	1%	-11%	0%
COc1ccc(CCNC(=O)CSCC(=O)Nc2ccccc2)cc1OC	x	-4%	1%	-2%	5%	-4%	-5%	-7%	119%[activator]
CCOc1ccc(NC(=O)c2ccc(S(=O)(=O)N(C)C)cc2)cc1	-29%	14%	-5%	0%	-12%	-6%	7%	1%	2%

Continued.
Molecule	G9a inh	BAZ2B block	BLM helicase inh	Pol beta inh	Pol eta inh	APE1 inh	Pol kappa inh	Apoferritin bind	POLI inh
CC(C)NC(=O)Nc1cccc2c1O[C@H](CN(C)C(=O)Nc1ccc(C(F)(F)F)cc1)[C@@H](C)CN([C@H](C)CO)C2=O	x	x	x	x	-21%	4%	-3%	x	19%
Cc1ccccc1-c1nnc(SCC#N)o1	2%	-13%	-3%	-6%	-21%	2%	-18%	-16%	105%[activator]
COC(=O)c1ccccc1NC(=O)c1cc2nc(C3CC3)cc(C(F)(F)F)n2n1	u	u	-20%	50µM*	79µM*	-1%	-22%	-10%	u
CN1CCN(C(c2cccc(C(F)(F)F)c2)c2nnnn2C(C)(C)C)CC1 (stereo unspecified)	u	14%	-15%	-2%	-13%	15%	-2%	6%	-10%
N#Cc1cnn(-c2ccccc2)c1NC(=O)c1ccccc1F	-8%[12.7 µM]	-2%	x	x	-13%	15%	-13%	x	-2%
Cc1noc(C)c1-c1nc(CSc2ccc(Cl)cc2)no1	x	157%[activator]	-11%	14%	-28%	14%	-13%	-11%	-2%[58.9 µM]
CCCCCn1c(=O)[nH]c2cc(C(=O)N3CCN(CC)CC3)ccc2c1=O	11%[59 µM]	11%	-4%	0%	-14%	8%	-2%	-15%	-5%
COc1ccc(C(=O)/C=C/Nc2cc(C)on2)cc1	14%	3%	-1%	5%	-4%	4%	-4%	-3%	-3%
Cc1cc(Oc2ccccc2)nc(N)n1	14%[59 µM]	2%	-6%	5%	-14%	10%	15%	-6%	38%[activator]
CCN(C(=O)CN1C(=O)COc2ccc(S(=O)(=O)N3CCCCCC3)cc21)c1cccc(C)c1	13%	-32%	-7%	-4%	-25%	9%	-3%	-14%	63%[activator]
N#CC(c1nc2ccccc2nc1N1CCCC1)S(=O)(=O)c1ccccc1 (stereo unspecified)	u	-37%	-1%	28%	u	-5%	-14%	90%[activator]	51%
Cc1ccc(-c2ccc(/C=N/NC(=S)Nc3ccccc3)o2)cc1[N+](=O)[O-]	-23%	u	-8%	18%	-1%	-1%	-9%	u	32%[activator][58.9 µM]
COc1cc(C(=O)NCCCn2ccnc2)cc(OC)c1OC	15%	-22%	2%	-19%	-7%	4%	-7%	-15%	-8%
CCN(CC(=O)NC1CCS(=O)(=O)C1)S(=O)(=O)c1cc(Br)ccc1Br (stereo unspecified)	1%[59 µM]	-4%	x	x	-6%	-24%	0%	x	10%
COc1cccc2cc(CC(=O)c3ccc(C)c(C)c3)c(=O)oc12	5%	-13%	-5%	15%	-23%	10%	-9%	-12%	27%
O=C(c1ccccc1F)N1CCN(c2ncccn2)CC1	-26%[59 µM]	-2%	3%	-3%	-6%	2%	9%	-6%	-7%
COC(=O)C(C)NC(=O)C12CC3CC(C1)CC(c1ccc(C)cc1)(C3)C2 (stereo unspecified)	1%	7%	-4%	-27%	1%	9%	-8%	-11%	28%
Fc1ccc2[nH]c3c(N4CCc5ccccc5C4)ncnc3c2c1	x	-4%	-8%	14µM*	-17%	12%	-11%	-13%	-14%
CCCN1Cc2cccc(C(=O)Nc3cc(Cl)ccc3C)c2C1=O	5%[59 µM]	-6%	-10%	13%	9%	x	-2%	-2%	-15%
COc1cc(NC(=O)CN2C(=O)C(=O)N(C3CCCC3)C2=O)cc(OC)c1	-13%[2.33 µM]	0%	x	x	2%	18%	-21%	x	u
Cn1c(Cn2c(=O)sc3ccccc32)nnc1SCC(=O)Nc1ccccc1F	0%[59 µM]	3%	-13%	38%	-11%	-2%	9%	7%	32%[activator]
Cc1ccccc1NC(=O)COc1ccccc1C	5%	0%	0%	-24%	2%	-17%	-2%	-18%	-9%
CC(=O)c1ccc(NC(=O)Cn2c(=O)c3cccn3c3ccccc32)cc1	-13%[59 µM]	0%	-5%	10%	u	x	-2%	-16%	-6%
C=CCN1C(=O)S/C(=C\c2ccc(N3CCOCC3)cc2C)C1=O	8%[12.7 µM]	-6%	-5%	3%	8%	-1%	23%	-14%	6%
CCN1CCN(CCNC(=O)c2ccc3c(c2)N(Cc2ccc(F)cc2)C(=O)/C(=C/c2ccccc2)S3)CC1	u	40µM*	-2%	23%	-19%	-4%	-10%	-20%	-13%
Cc1ccc(-n2cc(CN(C)Cc3nccn3C)c(-c3cccc(C)c3)n2)cc1	40µM*	u	-8%	u	-13%	-2%	-8%	-16%	-4%
CC(=O)Nc1ccc2nc(SCCOc3cc(C)cc(C)c3)sc2c1	-10%[59 µM]	-8%	-20%	-15%	-7%	x	-17%	-7%	u
O=c1[nH]c2ccsc2c(=O)n1-c1ccc(F)cc1	7%[2.33 µM]	3%	2%	12%	1%	-1%	-10%	-6%	-1%
Cc1csc(NC(=O)Cc2c(F)cccc2Cl)n1	-15%[0.501 µM]	-1%	-9%	u	-8%	28%	0%	-19%	63%[activator]

Assay outcomes (PubChem BioAssay)

Some of the compounds tested, so the mix of outcomes need not match the whole.
